Compound activity: PubChem, Icahn School of Medicine at Mount Sinai
RBX1-CUL1 inh = blocks human RBX1-Cullin-1 di-ubiquitin formation. in vitro K48 di-Ub FRET, acceptor:donor ratio, 45 min. inhibition, % at 10 µM. 140,000 compounds, 0.6% hits; in the data active = inhibition above about 25%
Target sequence (P62877 whole entry, looked up): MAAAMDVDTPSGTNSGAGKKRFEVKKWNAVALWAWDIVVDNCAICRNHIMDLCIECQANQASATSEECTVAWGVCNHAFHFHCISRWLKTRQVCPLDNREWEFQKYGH
Target sequence (Q13616 whole entry, looked up): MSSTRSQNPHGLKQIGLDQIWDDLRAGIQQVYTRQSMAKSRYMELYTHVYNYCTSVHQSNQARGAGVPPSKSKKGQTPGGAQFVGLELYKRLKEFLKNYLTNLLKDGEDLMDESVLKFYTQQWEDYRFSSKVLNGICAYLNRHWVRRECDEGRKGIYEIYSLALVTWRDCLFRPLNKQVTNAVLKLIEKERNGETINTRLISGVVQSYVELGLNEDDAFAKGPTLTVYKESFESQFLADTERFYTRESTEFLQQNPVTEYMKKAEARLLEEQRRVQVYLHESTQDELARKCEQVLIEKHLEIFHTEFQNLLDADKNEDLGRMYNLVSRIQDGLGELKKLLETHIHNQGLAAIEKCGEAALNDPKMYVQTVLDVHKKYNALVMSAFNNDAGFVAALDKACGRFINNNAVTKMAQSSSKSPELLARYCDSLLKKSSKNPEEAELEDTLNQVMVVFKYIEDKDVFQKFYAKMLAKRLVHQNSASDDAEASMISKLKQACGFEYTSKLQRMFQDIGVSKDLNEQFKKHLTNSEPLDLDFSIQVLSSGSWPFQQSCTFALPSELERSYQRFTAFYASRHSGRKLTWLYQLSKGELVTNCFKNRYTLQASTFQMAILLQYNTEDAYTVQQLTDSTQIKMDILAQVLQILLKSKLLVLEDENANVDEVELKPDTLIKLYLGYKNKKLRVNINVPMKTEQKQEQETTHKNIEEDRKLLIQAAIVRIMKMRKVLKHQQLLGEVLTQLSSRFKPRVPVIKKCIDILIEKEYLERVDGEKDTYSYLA
* = called active by the depositor.

RBX1-CUL1 inh | structure
-6 | CCOc1ccc(OCC)c(NC(=O)C2CCN(c3nnc(-n4cccc4)s3)CC2)c1
2 | O=C(c1ccc(F)cc1)N1CCCn2c1nc1ccccc1c2=O
-6 | CCN(C(=S)NC(=O)COc1ccc2ccccc2c1Br)c1ccccc1
98* | CCOC(=O)c1ccc(N2NC(=O)/C(=C/c3ccc(-c4ccc(Br)cc4C(=O)O)o3)C2=O)cc1
-3 | O=C(N/N=C/c1cc([N+](=O)[O-])ccc1Cl)c1cc2ccccc2cc1O
-11 | COc1ccc(-c2cc(-c3ccc(C)cc3)nc3sc(C(=O)Nc4cc(Cl)ccc4C)c(N)c23)cc1
-4 | O=C(Nc1cccc(Cl)c1)c1ccc(F)c(S(=O)(=O)N2CCC3(CC2)OCCO3)c1
-1 | Cn1nccc1C(=O)N1CCc2[nH]nc(-c3ccc4c(c3)OCO4)c2C1
-1 | CCOC(=O)C1CCN(C(=O)c2ccc3c(c2)sc2nc(-c4ccc(OCC)cc4)cn23)CC1
-2 | O=C(Nc1nnc(-c2ccccc2F)s1)c1ccccc1F
3 | Cc1ccccc1CN1CCC(CN(Cc2cccnc2)C(=O)c2ccco2)CC1
15 | Cc1ccc(-c2nnc(Nc3cccc(C(=O)O)c3)c(N)n2)cc1
-1 | COc1ccc(C2(O)c3cccc(Cl)c3C(=O)c3cccc(Cl)c32)cc1 (stereo unspecified)
-5 | CCc1cccc(CC)c1NC(=O)CCS(=O)(=O)c1ccc(Br)s1
7 | CC(=O)N(C)C1(C(=O)NC2CCCC2)CCCCC1
0 | COc1ccc(OC)c(NC(=O)CSc2nc(-c3ccccc3)cs2)c1
11 | CN1CCN(c2nc(-c3ccc(F)cc3)cc(=O)[nH]2)CC1
7 | COc1ccc(C2c3c(n(C)c4ccccc34)C(=O)N2CC(=O)Nc2ccccc2F)cc1 (stereo unspecified)
-1 | CCCSc1nnc(NC(=O)CSc2nc(-c3ccc(OC)c(OC)c3)ccc2C#N)s1
-5 | COc1ccc(C(O)c2coc3ccc(O)c(CN(C)C)c23)cc1 (stereo unspecified)
0 | Cc1ccc(OCCNC(=O)c2cc(-n3cnnc3)ccc2Cl)cc1C
19 | COc1ccc(OC)c(CC(=O)N2CCCC2c2ccc(C(N)=O)s2)c1 (stereo unspecified)
-16 | CCCCc1nn2c(=O)cc(COC(=O)c3cccc(NC(=O)COc4ccccc4)c3)nc2s1
1 | O=C(NCc1ccco1)c1ccc(CNS(=O)(=O)c2cccc(C(F)(F)F)c2)cc1
-1 | CCOC(=O)c1ccccc1NC(=O)CSc1ccc(-c2sc(C)nc2C)nn1
5 | CCC(=O)Nc1ccc(C(=O)OCc2ccc(Cl)c(Cl)c2)cc1
-6 | O=C(C1CCCCC1)N1CCN(Cc2ccc(F)cc2)CC1
-16 | Cc1c(Cl)cccc1-n1ncc(C(=O)Nc2ccc3c(c2)OCCO3)c1C1CCN(C(=O)OC(C)(C)C)CC1
3 | Cc1cc(=O)n2nc(N3CCC(C(=O)Nc4ccc(C)c(Cl)c4)CC3)sc2n1
4 | Nc1nc(CSc2nc3ncccc3[nH]2)nc(N2CCCCC2)n1
-2 | CC(=O)Nc1ccc(S(=O)(=O)Nc2ccc(S(=O)(=O)N3CCCCCC3)cc2)cc1
-5 | COc1ccc(NC(=O)Cn2nnc3sc4c(c3c2=O)CCC(C)C4)c(OC)c1 (stereo unspecified)
0 | O=C(CSc1nc2sc(-c3ccccc3)cc2c(=O)n1-c1ccccc1)Nc1cccc2ccccc12
-3 | Cc1nc2ccn(Cc3cccnc3)c(=O)c2cc1C(=O)N1CCN(c2ccc(F)cc2)CC1
-7 | C[C@@H]1CN(C(=O)c2nc3ccc(Cl)cn3c2CN2C[C@@H]3CCC[C@H]2C3)C[C@H](C)O1
8 | CCOC(=O)c1ccc(N2C(=O)CC(NC(C)(C)C)C2=O)cc1 (stereo unspecified)
10 | Cc1ccc(NC(=O)C(C(F)(F)F)C(F)(F)F)c(C)c1
4 | Cc1ccc(NC(=O)N2CCC(CN3CCCC3)CC2)c(C)c1
-4 | NC(=O)c1sc2nc3c(cc2c1N)CCC3
-5 | Nc1nc2nc(N3CCOCC3)[nH]c2c(=O)[nH]1
1 | COc1ccc(NC(=O)N2CCN(c3ccc(F)cc3)CC2)c(OC)c1
-10 | COc1cc(NC(=O)C(CC(C)C)N2Cc3ccccc3C2=O)cc(OC)c1 (stereo unspecified)
-3 | CC1CN(C(=O)N2CCC(C(=O)NCCCc3ccccc3)CC2)c2cc(Cl)ccc2O1 (stereo unspecified)
-6 | CCOC(=O)N1CCN(C(=O)c2cc(NC(=O)C3CCCCC3)cc3ncn(CCOC)c23)CC1
2 | Cn1c(COc2ccc3ccccc3c2)nnc1SCC(=O)Nc1ccccc1[N+](=O)[O-]
-1 | Cc1onc(-c2c(Cl)cccc2Cl)c1C(=O)Nc1ccc(O)cc1
7 | CC(=O)c1ccc(N2CCN(C(=O)c3cc4cc5cc(C)ccc5nc4s3)CC2)cc1
-5 | Cc1ccccc1Cn1cc(C(=O)N2CCCCC2CCO)nn1 (stereo unspecified)
3 | CCOC(=O)c1oc2cc(OCc3ccc(C(=O)OC)cc3)ccc2c(=O)c1-c1ccc(OC)c(OC)c1
-5 | Cc1c(C(c2ccc(F)cc2)C2C(=O)Oc3ccccc3C2=O)c(=O)n(-c2ccccc2)n1C (stereo unspecified)

Additional compounds follow.
RBX1-CUL1 inh | structure
8 | Cc1csc2nc(=O)c3ccccc3n12
-3 | COc1cc(N(C)C)c([N+](=O)[O-])cc1C(=O)N1CCN(c2ccc([N+](=O)[O-])cc2)C(C)C1 (stereo unspecified)
-7 | CC1CC(=O)N(CC(=O)Nc2ccc(F)cc2F)c2ccccc2S1 (stereo unspecified)
3 | COc1ccc(S(=O)(=O)NCC(C)C)cc1C(C)C
13 | OCCNCC(O)Cn1c(-c2ccccc2)c(-c2ccccc2)c2ccc3ccccc3c21 (stereo unspecified)
2 | O=C(NC(=S)Nc1ccc(CN2CCOCC2)cc1)c1ccc(Cl)cc1
-1 | Cc1cccc(NC(=O)/C(C#N)=C/c2ccc(C)o2)c1
-10 | C=CCSc1nc2c(c(=O)n1CC=C)C1(CCCC1)Cc1ccccc1-2
0 | CC(c1cccs1)N(C)C(=O)CC1(c2ccccc2)CC(=O)N(CCCOc2cccnc2)C1=O (stereo unspecified)
-5 | CC(=O)c1ccc(NC(=O)CSC2=Nc3ccccc3N=C(c3ccc(F)cc3)C2)cc1
-5 | O=C(c1ccccc1)N1CCN=C1c1ccccc1
-2 | CCOc1ccc(CCNC(=O)c2cc3sc(CC)cc3n2C)cc1OCC
5 | COc1ccc2c(c1)SC(c1ccc(F)c(F)c1)CCN2CC1CC1 (stereo unspecified)
-1 | O=C1CSC(=Nc2cccc(C(=O)O)c2)N1
8 | Brc1ccc(-c2nnc(-c3ccco3)nc2N2CCOCC2)cc1
3 | COC(=O)c1c(C)oc2c1cc(NS(=O)(=O)c1c(C)cc(C)cc1C)c1ccccc12
-15 | CN(Cc1ccsc1)c1ccc(C(=O)N2CCCN(c3ncccn3)CC2)cn1
-6 | COCc1cc(=O)[nH]c(-c2ccc(CN3CCCC3C(F)(F)F)cc2)n1 (stereo unspecified)
-5 | CCOc1ccc(C(=O)N2CCN(S(=O)(=O)c3cccs3)CC2)cc1
0 | O=C1OC(c2cccc(I)c2)=N/C1=C/c1ccc(I)cc1
-2 | CCCN1CCC(NC(=O)C(C)Oc2cccc(C)c2C)CC1 (stereo unspecified)
-10 | CC1=Nc2nc(NCc3cccc(Cl)c3)nn2C(=O)C1Cc1ccccc1 (stereo unspecified)
-8 | Cc1c(NC(=O)C(F)(F)F)ccc2nc3c(=O)n(C)c(=O)n(C)c3nc12
2 | CCOc1ccc2nc(C)cc(Nc3ccccc3OCC)c2c1
4 | COC(=O)C1C(C)=NC(C)=C(C(=O)OCC2CCCO2)C1c1cccc(Br)c1 (stereo unspecified)

Some of the entries so far, bar-delimited:
structure | RBX1-CUL1 inh
CC1=Nc2nc(NCc3cccc(Cl)c3)nn2C(=O)C1Cc1ccccc1 (stereo unspecified) | -10
CCOc1ccc2nc(C)cc(Nc3ccccc3OCC)c2c1 | 2

Later entries
RBX1-CUL1 inh | structure
-5 | Cc1cccc(CNCC2(O)CCCN(CC(C)(C)C)C2=O)c1 (stereo unspecified)
-3 | CCCOC(=O)c1c(-c2ccccc2Cl)csc1NC(=O)c1cnccn1
11 | Cc1c(/C=N/NS(=O)(=O)c2ccc3ccccc3c2)c2ccccc2n1C
3 | N#C/C(=C\c1ccco1)c1nn(CCO)c(N)c1C#N
8 | CCCOC(=O)c1ccc(NC(=O)/C=C/c2cc(Br)ccc2OC)cc1
-9 | CCC(C)NS(=O)(=O)c1ccc(Cl)c2ccccc12 (stereo unspecified)
-10 | COC(=O)c1c(Nc2ccccc2)sc(C(=O)c2ccc(OC)cc2)c1C
-10 | CC(=O)c1cc(-c2ccc(F)cc2)n(CCC(=O)NCc2ccccc2C)c1C
-5 | Cc1ccc(-n2ncc(C(=O)NCc3ccccc3C)c2-n2cccc2)cc1
-1 | COc1cccc(Nc2nc3ccc(C(=O)c4ccccc4)cc3n3c(C)nnc23)c1
4 | CSc1nnc2c(n1)OC(c1ccco1)N(C(=O)c1ccccc1)c1ccccc1-2 (stereo unspecified)
4 | Cc1nc2c(C(=O)NCCc3ccc(Cl)cc3)c[nH]n2c(=O)c1Cc1ccc(Cl)cc1
0 | COc1cc(Cc2nccc3cc(OC)c(OC)cc23)c(NC(=O)c2ccc(Cl)cc2)cc1OC
-9 | O=C(Nc1ccc(-c2cccc(F)c2)cc1)C1CCCN(C(=O)Cc2ccccn2)C1 (stereo unspecified)
-6 | COc1ccccc1NC(=O)C1CCN(S(=O)(=O)c2cn(C)cn2)CC1
0 | CCOc1cc(CN2CCC3(CC2)c2ccccc2[C@@H](NC(=O)CC)[C@@H]3OCCOC)ccc1OC
-12 | COc1cc(C)ccc1OCCOCCNC1CCCC1
8 | CCOC(=O)c1c(C)[nH]c(CCC(=O)NCCCN2CCN(c3cc(C)ccc3C)CC2)c1C
-4 | CCC(=O)Nc1ccc(C(=O)NN=C(C)C)cc1
-8 | O=C(NCCCn1ccnc1)c1cccc(Cl)c1
5 | CC(C)Oc1ccccc1NC(=O)Cc1ccc(Cl)cc1
7 | Nc1ccc(Sc2ncccc2N)nc1
0 | CSc1cccc(Nc2cc(C(=O)NC3CCCCC3)c3ccccc3n2)c1
13 | CC(=O)Nc1c(N)sc2ccccc12
-4 | CC(NC(=O)Nc1ccccc1F)C(C)(C)C (stereo unspecified)
0 | COc1ccc(C2=NN(C(C)=O)C(c3cn(-c4ccccc4)nc3-c3cccs3)C2)cc1 (stereo unspecified)
1 | N=C1/C(=C/c2ccc(OC(=O)c3ccccc3F)cc2)C(=O)N=C2SC=C(c3ccccc3)N12
2 | CCCCN(CC)C(=O)c1cc2c(=O)n3cccc(C)c3nc2n1C
9 | COc1ccc(N2CCN(C(CNC(=O)C(=O)NCc3cccnc3)c3cccnc3)CC2)cc1 (stereo unspecified)
-2 | Cc1nnc(N2C(=O)c3oc4ccccc4c(=O)c3C2c2cccc(OCCC(C)C)c2)s1 (stereo unspecified)
-3 | N#Cc1ccc(-c2ccccc2)nc1SCc1ccccc1F
-12 | O=C(c1ccc2c(c1)N(Cc1cccc(Cl)c1)C(=O)c1ccccc1S2(=O)=O)N1CCC(Cc2ccccc2)CC1
1 | Cc1ccc(NC(=O)Cn2c(CCC(=O)O)ccc2-c2cccs2)cc1
-9 | COC(=O)C1=C(C)N(C)C(=O)NC1c1cccc(Oc2ccccc2)c1 (stereo unspecified)
2 | CCOC(=O)C1(Cc2ccc(Cl)cc2)CCN(Cc2nc[nH]c2C)CC1
0 | c1ccc(CSc2nc(SCc3ccccc3)c3cnc(N4CCOCC4)nc3n2)cc1
7 | COc1ccc(-c2noc(-c3ccc(N4CCN(c5ccccc5)CC4)c([N+](=O)[O-])c3)n2)cc1
-1 | C/C(=C1\C(=S)Nc2ccccc21)c1ccc(Br)cc1
-2 | COc1cc(-n2ncc(Cl)c(Cl)c2=O)ncn1
-4 | COc1ccccc1NC(=S)N1CCN(C(=O)C2CCCO2)CC1 (stereo unspecified)
2 | Cc1cc(C)cc(NC(=O)CSCC2=Nc3c(ccc(C)c3C)C(=O)C2)c1
3 | Cc1cccc(C)c1NC(=O)Cn1c(SCC(=O)NCc2ccccc2)nc2ccccc21
1 | CCOC(=O)c1cc(-c2ccc(OC)cc2)n(CCC(=O)NC2CCC(C)CC2)c1C (stereo unspecified)
-4 | COC(=O)c1cc(NC(=O)Cn2nc(-c3ccccc3)c3c(c2=O)CCCC3)cc(C(=O)OC)c1
-3 | C/C(=N\N1C(=O)c2ccccc2C1=O)c1ccccc1O
3 | CC(C)(C)CC(C)(C)NC(=O)c1cc(-n2cnnc2)ccc1Cl
0 | COC(=O)COc1ccc(C2C3=C(N=C(C)C2C(=O)OC)c2ccccc2C3=O)cc1OC (stereo unspecified)

Filtered by structure, the compounds so far containing an aryl thioether with sulfur outside any ring
RBX1-CUL1 inh | structure
0 | COc1ccc(OC)c(NC(=O)CSc2nc(-c3ccccc3)cs2)c1
-1 | CCCSc1nnc(NC(=O)CSc2nc(-c3ccc(OC)c(OC)c3)ccc2C#N)s1
-1 | CCOC(=O)c1ccccc1NC(=O)CSc1ccc(-c2sc(C)nc2C)nn1
4 | Nc1nc(CSc2nc3ncccc3[nH]2)nc(N2CCCCC2)n1
0 | O=C(CSc1nc2sc(-c3ccccc3)cc2c(=O)n1-c1ccccc1)Nc1cccc2ccccc12
2 | Cn1c(COc2ccc3ccccc3c2)nnc1SCC(=O)Nc1ccccc1[N+](=O)[O-]
-10 | C=CCSc1nc2c(c(=O)n1CC=C)C1(CCCC1)Cc1ccccc1-2
4 | CSc1nnc2c(n1)OC(c1ccco1)N(C(=O)c1ccccc1)c1ccccc1-2 (stereo unspecified)
7 | Nc1ccc(Sc2ncccc2N)nc1
0 | CSc1cccc(Nc2cc(C(=O)NC3CCCCC3)c3ccccc3n2)c1
-3 | N#Cc1ccc(-c2ccccc2)nc1SCc1ccccc1F
0 | c1ccc(CSc2nc(SCc3ccccc3)c3cnc(N4CCOCC4)nc3n2)cc1
3 | Cc1cccc(C)c1NC(=O)Cn1c(SCC(=O)NCc2ccccc2)nc2ccccc21

Not all compounds are listed. The share of hits here may be higher or lower than overall.
